N370S GC mod: N370S glucocerebrosidase modulation, Gaucher chaperone candidate. Potency, µM (top dose mostly 59.4 µM), inactives show at the highest dose activity change, negative = inhibition, usual class: inhibitors. N370S GC spleen homogenate, 4MU-glucoside fluorescence. 0.092% of 330,000 active. P04062;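 also: 0% = full enzyme activity and -100% = no enzyme basal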
FEN1 inh: inhibitors of human flap endonuclease 1; Recombinant FEN1 flap cleavage, fluorescence, 15 min; 0.35% of 390,000 active; AID 588795; Potency, µM (doses to about 114 µM), for the others: at the top dose activity change, negative = inhibition, usual class: inhibitors; P39748; also: nearly all actives have a fitted effect of over 65% in size
Target sequence (P39748 whole entry, looked up): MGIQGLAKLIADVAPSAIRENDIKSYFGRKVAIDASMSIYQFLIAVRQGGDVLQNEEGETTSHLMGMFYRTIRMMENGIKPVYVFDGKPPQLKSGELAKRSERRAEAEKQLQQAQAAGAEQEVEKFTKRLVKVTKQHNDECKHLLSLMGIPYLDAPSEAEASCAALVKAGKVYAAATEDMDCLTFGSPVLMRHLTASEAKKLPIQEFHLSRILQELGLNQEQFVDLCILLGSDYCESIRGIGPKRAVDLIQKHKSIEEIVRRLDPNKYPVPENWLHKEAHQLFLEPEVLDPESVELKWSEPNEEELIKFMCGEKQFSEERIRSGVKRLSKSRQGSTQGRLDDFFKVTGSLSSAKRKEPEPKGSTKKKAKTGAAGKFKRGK
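Reaction started by adding substrate (50 nM final) to 10 nM enzyme after 15 min room-temperature compound preincubation. Reads at 0 and 15 min, with data normalized and fitted to a four-parameter Hill equation.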
KAT2A inh: inhibitors of human GCN5L2 histone acetyltransferase; Q92830; GCN5L2 HAT assay, ThioGlo1 CoA-SH fluorescence; Potency, µM (titrated, usually from 58.9 µM), for inactives: at the highest dose activity change, negative = inhibition, hits mostly inhibitors; 0.21% of 390,000 active; AID 504327
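Fluorescence readout, Ex340nm/Em540nm: ThioGlo1 (50uM final) reacts with free CoA thiol released as 20nM GCN5L2 acetylates H3(1-25) peptide (75uM) using acetyl-CoA (70uM). Compound and enzyme sat 15 min beforehand; 20 min room-temperature reaction.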
* = called active by the depositor; ? = inconclusive; nt = not tested or not shown; & = joins results of further samples; [ ] = dose if it differs, or a comment. Calls follow the shape of the dose curve; as a rule, active = well fitted curve in the direction sought with a large enough effect; inconclusive = small, poorly fitted or top-dose-only effect, or another doubt; inactive = no such curve, though single readings can be large; an effect the other way counts as inactive or inconclusive. Unless noted, % is scaled to controls: 0 for no effect and ±100 for the full control effect; potency is read from the fitted curve at half-maximal effect. An excerpt; count on the stated rates, not on these rows.

SMILES | N370S GC mod | FEN1 inh | KAT2A inh
COc1ccccc1-n1c(-c2cc(-c3ccco3)[nH]n2)n[nH]c1=S | 13% | ? | -2%
CCC(C)S(=O)(=O)c1snnc1C (stereo unspecified) | -1% | 1% | 0%
Cc1sc2nc(CSc3nc4ccccc4c(=O)n3CCCN3CCOCC3)[nH]c(=O)c2c1C | -4% | -13% | 1%
COc1ccccc1NS(=O)(=O)c1cc(NC(=O)c2ccncc2)ccc1N1CCOCC1 | 27% | -19% | -9%
Cc1ccc(O)c(Nc2ncnc3ccc([N+](=O)[O-])cc23)c1 | -12% | -20% | -6%
O=C(NCC(c1ccco1)N1CCN(c2ccccc2F)CC1)C(=O)NC1CCCCC1 (stereo unspecified) | -7% | -2% | 3%
CCN(CC)S(=O)(=O)c1ccc(-c2ccc(S(=O)(=O)N(CC)CC)cc2)cc1 | -12% | 2% | -5%
O=C(Cn1c(=O)oc2cc(S(=O)(=O)N3CCCCCC3)ccc21)NCc1ccccc1Cl | nt | -24% | -21%
CC(C)(C)NC(=O)C(c1ccccn1)N(C(=O)C1CSC(=O)C1)c1cccc(F)c1 (stereo unspecified) | -14% | -2% | -5%
CCc1ccc2nc(N3CCN(C(=O)c4ccccc4)CC3)sc2c1 | nt | -6% | 2%
Cc1nc2ccccc2c(=O)n1/N=C/c1ccc(C(C)C)cc1 | -7% | 6% | -7%
Cn1cc2cccc([N+](=O)[O-])c2n1 | -19% | -9% | -3%
Cc1nc(SCC(=O)NC2CCS(=O)(=O)C2)c2c3c(sc2n1)CCC3 (stereo unspecified) | nt | 0% | -6%
CCCNC(=O)c1noc2c1CCc1cc(OC)ccc1-2 | -6% | -8% | -13%
CCOc1ccc2nc(N3CCCC(C(=O)Nc4c(C)cccc4C)C3)sc2c1 (stereo unspecified) | nt | 3% | -4%
COc1cnc(-c2ccccn2)[nH]c1=O | 0% | -2% | -6%
CCCC(=O)Nc1nnc(C2CCCO2)s1 (stereo unspecified) | 4% | -6% | -7%
Cc1cccc(OCCCC(=O)Nc2nccs2)c1C | 6% | -2% | -5%
O=C(COC(=O)/C=C/c1cccc(C(F)(F)F)c1)NC(=O)NC1CCCC1 | -2% | 3% | -17%
CC1Cc2ccccc2N1c1nc(C2CC2)nc2c1nnn2Cc1ccccc1 (stereo unspecified) | 8% | -6% | ?

Compound profiles, from the list above. Order of values: N370S GC mod | FEN1 inh | KAT2A inh
Listed for CCCC(=O)Nc1nnc(C2CCCO2)s1 (stereo unspecified) → 4% | -6% | -7%
Listed for COc1ccccc1NS(=O)(=O)c1cc(NC(=O)c2ccncc2)ccc1N1CCOCC1 → 27% | -19% | -9%
Listed for Cc1nc2ccccc2c(=O)n1/N=C/c1ccc(C(C)C)cc1 → -7% | 6% | -7%
Listed for Cc1sc2nc(CSc3nc4ccccc4c(=O)n3CCCN3CCOCC3)[nH]c(=O)c2c1C → -4% | -13% | 1%
Listed for COc1cnc(-c2ccccn2)[nH]c1=O → 0% | -2% | -6%

Continuation.
SMILES | N370S GC mod | FEN1 inh | KAT2A inh
NCCSc1c(-c2ccc(F)cc2)[nH]c2ccccc12 | -14% | -21% | -4%
CCCCCn1cnnc1SCC(=O)c1ccc2c(c1)OCO2 | nt | 5% | 3%
COC(=O)C1=C[C@@H](C(=O)OC)C2C3=C(C(=O)[C@@]2(CC(C)C)NC(=O)c2ccccc2)[C@H](C)n2c(=O)n(C)c(=O)n2[C@@H]3C1 (stereo partly specified) | -4% | 10% | nt
COc1ccc(NC(=O)c2cc3ccccc3o2)cc1 | 13% | 2% | -1%
COc1ccccc1/C=C(\NC(=O)c1ccc(OC)c(OC)c1)C(=O)Nc1ccc([N+](=O)[O-])cc1 | 4% | -1% | 2%
COc1cc(C(CCN2CCOCC2)c2c(OC)cc(OC)c3c(C)cc(=O)oc23)cc(OC)c1OC (stereo unspecified) | -19%&-10% | -7%&-6% | -5%
Cc1ccc(CNC(=O)CSc2nnc3c(n2)[nH]c2ccc(F)cc23)cc1 | -2% | -5% | -1%
Cc1c(Cl)cccc1NC(=S)N1CCC(N(C)CC2CCCO2)CC1 (stereo unspecified) | 0% | -16% | -4%
O=C(CNS(=O)(=O)c1ccccc1)N/N=C/c1ccncc1 | nt | 5% | -4%
CC1CCCCC1NC(=O)CN(C)S(=O)(=O)c1cccc2nsnc12 (stereo unspecified) | 6% | -11% | -2%
CN(C)N1C(N)=C(C#N)C(c2ccccc2)C2=C1CCCC2=O (stereo unspecified) | 24% | 1% | -10%
CCOP(=O)(c1ccccc1Cl)C1(O)CCCCC1 (stereo unspecified) | 4% | -3% | -2%
O=C(O)CCN1CC2([N+](=O)[O-])C=CC(=O)C([N+](=O)[O-])(C1)C2CC(=O)c1ccccc1 (stereo unspecified) | 5% | 1% | -6%
CCc1ccc2oc(C(=O)NCCc3ccc(OC)c(OC)c3)cc(=O)c2c1 | nt | 14% | -3%
COc1ccc(C(=O)Nc2cccc(S(=O)(=O)N3CCCC3)c2)cc1S(=O)(=O)N1CCOCC1 | nt | 9% | -8%
CN1CCN(c2ccc([N+](=O)[O-])cc2NC(=O)c2ccco2)CC1 | -11% | 15% | ?
CCc1ccccc1NC(=O)c1cnc(N2CCCCC2)c2ccccc12 | nt | 1% | 4%
O=C1c2ccccc2C(=O)N1c1nc2nccc(-c3ccccc3)n2n1 | 8% | -3% | 1%
CC[C@H]1C(c2cccc(C)c2)=NN(c2ccccc2)[C@@H]1CO | ? | nt | ?
Clc1cccc(NC2=NCCC2)c1 | 1% | -9% | -12%

Continued, starting with the last 2 of the part before.
SMILES | N370S GC mod | FEN1 inh | KAT2A inh
CC[C@H]1C(c2cccc(C)c2)=NN(c2ccccc2)[C@@H]1CO | ? | nt | ?
Clc1cccc(NC2=NCCC2)c1 | 1% | -9% | -12%
Brc1ccc2nc3c(n2c1)CCCC3 | 6% | -4% | -5%
NC(=O)NCc1ccccc1 | 8%&-14% | 15% | -1%
CC(C)(C)c1ccc(-c2nc3n(c(=O)c2C#N)CCS3)cc1 | 22% | -5% | 1%
Cc1ccn(CC(C)C(=O)O)n1 (stereo unspecified) | 5% | 8% | -1%
CCOC(=O)C1CCCN(C(=O)c2cc3nc(-c4ccc5c(c4)OCO5)cc(C(F)(F)F)n3n2)C1 (stereo unspecified) | 15% | 0% | -22%
O=C(Nc1cccc(S(=O)(=O)NC2=NCCC2)c1)c1cc(F)c(F)c(F)c1F | 1% | -4% | 1%
O=C(Nc1ccccc1C(=O)NC(Cc1c[nH]c2ccccc12)C(=O)O)c1ccccc1 (stereo unspecified) | 0% | 5% | -2%
O=C(Nc1ccc(F)c(Cl)c1)C1Cc2ccccc2CN1S(=O)(=O)c1ccc(F)cc1 (stereo unspecified) | nt | -16% | -11%
COc1ccc(NC(=O)N(C)C[C@H]2Oc3c(NC(=O)Cc4ccccc4)cccc3C(=O)N([C@H](C)CO)C[C@@H]2C)cc1 | nt | 2% | 1%
Cc1ccc(S(=O)(=O)N2CCc3ccccc3C2)cc1C | 5% | 7% | -3%
CCc1nc(SCC(=O)N2CCOCC2)c2c(=O)n(C)c(=O)n(C)c2n1 | -5% | -19% | -1%
COc1ccc(NC(=O)CN(C)Cc2cccs2)cc1Cl | 2% | -2% | 4%
O=C(NCCOC(=O)c1ccncc1)c1ccccc1 | 5%[2.35 µM] | 7% | 4%
Cn1c(=O)c(-c2cc(Br)ccc2N)nc2ccccc21 | 12% | 9% | -3%[0.501 µM]
Cc1c(NS(=O)(=O)c2ccc3c(c2)OCCO3)cccc1-c1nc2cccnc2s1 | 11% | -27% | -6%
O=C(NCCc1cn2ccccc2n1)c1ccccc1F | 7% | 0% | 2%
Cc1ccc(OCC(=O)N(Cc2ccco2)c2c(N)n(Cc3ccccc3)c(=O)[nH]c2=O)cc1C | nt | 18% | 3%
COc1ccc2cc(C(=O)C3CCCN(C(=O)c4cc5nc(C)cc(C)n5n4)C3)ccc2c1 (stereo unspecified) | 15% | 19% | -4%
COC(=O)c1sc(-c2ccc(C(C)(C)C)cc2)cc1NC(=O)/C=C/C(=O)O | 7% | 9% | ?
COc1ccc(CCNC(=O)CS(=O)(=O)c2cn(CC(=O)N3CCOCC3)c3ccccc23)cc1OC | -1% | 8% | -1%
CC1=CCC2C(=O)N(c3ccc(C(=O)N4CCCCCC4)cc3)C(=O)C2C1 (stereo unspecified) | 3% | 0% | -7%[0.501 µM]
CC(=O)N1CCc2cc(S(=O)(=O)NCc3ccc(C)cc3)ccc21 | 4% | -7% | -3%
O=C(Cc1ccccc1C(=O)O)Nc1cccc2ccccc12 | 1% | -12% | -8%
COCCn1c(=O)c(-c2ccc(F)cc2)nc2cnc(N3CCOCC3)nc21 | -1% | nt | -16%
O[C@@H](CNC[C@H](O)c1ccccc1)c1ccccc1 | -12% | -1% | -6%
Cc1nn(-c2ccccc2)c(C)c1/C=N/NC(=O)c1cc(C2CC2)[nH]n1 | 0% | 8% | -1%
N#CC1=C(N)N(c2ccc(Br)cc2)C2=C(C(=O)CCC2)C1c1cccnc1 (stereo unspecified) | 0% | 31% | -8%
CS/C(=C\[N+](=O)[O-])Nc1ccc(OC(F)(F)F)cc1 | -2% | -7% | -12%
COCCOC(=O)C1=C(C)Nc2nc(C)nn2C1c1ccccc1 (stereo unspecified) | 3% | -4% | -3%
C=CC1C(N2CCOCC2)C(C)(C)S1(=O)=O (stereo unspecified) | 1% | 1% | -4%
Cc1ccccc1OCCOc1ccc([N+](=O)[O-])cc1/C=N/n1cnnc1 | -14% | 5% | -5%
CC(=O)[C@H]1[C@@H]2C(=O)N(c3cccc(Cl)c3)C(=O)[C@@H]2[C@H]2c3ccccc3C=CN21 | -8% | -15% | -15%
Cc1ccc(OCCNC(=O)c2cncc(Br)c2)cc1C | 8% | -4% | 7%
O=C1c2ccccc2C(O)N1c1ccc(Cl)cc1 (stereo unspecified) | 3% | 19% | -12%
CCCCN(C(=O)c1cc(S(=O)(=O)N2CCOCC2)ccc1Cl)c1c(N)n(CC(C)C)c(=O)[nH]c1=O | -3% | 2% | -2%
COc1cc(NS(=O)(=O)c2ccc(N/C=C(\C#N)c3nc4ccccc4o3)cc2)nc(OC)n1 | -5% | 4% | -9%
CCc1ccc(C2C(C(=O)Nc3ccccc3OC)=C(C)Nc3nc(SCc4ccccc4)nn32)cc1 (stereo unspecified) | nt | 4% | -14%
CC(=O)c1ccc(NC(=O)C2CCC(CNS(=O)(=O)c3ccc4c(c3)CCCC(=O)N4)CC2)cc1 (stereo unspecified) | nt | -11% | 18%
Cc1cc(C(=O)CSc2nnnn2C)c(C)n1CCc1ccc(Cl)cc1 | -13% | 0% | 0%
CS(=O)(=O)Nc1cccc(-c2nc(NCc3ccccc3)c3ccccc3n2)c1 | -22% | nt | ?

Ordered by SMILES length (high to low): part of the list above.
SMILES | N370S GC mod | FEN1 inh | KAT2A inh
N#CC1=C(N)N(c2ccc(Br)cc2)C2=C(C(=O)CCC2)C1c1cccnc1 (stereo unspecified) | 0% | 31% | -8%
CS(=O)(=O)Nc1cccc(-c2nc(NCc3ccccc3)c3ccccc3n2)c1 | -22% | nt | ?
Cc1ccccc1OCCOc1ccc([N+](=O)[O-])cc1/C=N/n1cnnc1 | -14% | 5% | -5%
Cc1cc(C(=O)CSc2nnnn2C)c(C)n1CCc1ccc(Cl)cc1 | -13% | 0% | 0%
COCCOC(=O)C1=C(C)Nc2nc(C)nn2C1c1ccccc1 (stereo unspecified) | 3% | -4% | -3%

The list continues:
SMILES | N370S GC mod | FEN1 inh | KAT2A inh
Oc1[nH]c2ccccc2c1N=Nc1nncc2ccccc12 | -9% | ? | -12%
CN1CCN(C(=O)/C=C/c2ccc(Cl)cc2)CC1 | -5% | -1% | 0%
CN(C(=O)c1ccccc1)c1nc2ccccc2s1 | -1% | 7% | -6%
C=CCC(NCc1ccccc1)c1ccc(OC)cc1 (stereo unspecified) | ? | 6% | ?
Cc1cc(C(=O)NNC(=O)/C=C/c2ccc(F)cc2)c(C)o1 | -7% | -5% | 1%
Nc1nonc1-c1nc2ccccc2n1CC(=O)NC1CCCC1 | -3% | -1% | 3%

Bioassay records deposited in PubChem by National Center for Advancing Translational Sciences (NCATS).
